Siah-1 displacement = Siah-1 peptide-binding antagonists, primary screen, biochemical, fluorescence polarization, rhodamine-plectin, uHTS (AID 1817). Siah-1 / rhodamine-plectin peptide fluorescence polarization; higher % means a stronger effect. displacement, % at 20 µM; hits with a dose series show IC50 in µM. actives 0.02% (n = 290,000);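 active means displacement of at least 50% at 20 µM, with a fluorescence ratio check between 0.3 and a set limit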;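 further: plate controls were Siah plus tracer with DMSO for no effect and tracer alone without Siah for full effect; strong numbers were not always called active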
human PMI inhibitors = MPI inhibition at elevated mannose 6-phosphate – biochemical, fluorescence intensity, high mannose 6-phosphate, primary screen (AID 1220) | recombinant PMI enzyme, coupled fluorescence intensity; higher % means a stronger effect | inhibition, % at 20 µM; hits with a dose series show IC50 in µM | actives 0.66% (n = 190,000)
Salmonella PhoP GFP = inhibitors of PhoP regulon expression, primary screen, Salmonella Typhimurium, GFP reporter (AID 1863) | S. Typhimurium PhoP-regulated promoter GFP reporter, 4 h; higher % means a stronger effect | one-dose inhibition, % at 50 µM; IC50 in µM for titrated hits | actives 0.16% (n = 300,000);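 active means inhibition over 29.93%, a cutoff 3 SD above the screen mean, later confirmed by dose response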;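 further: 0% = low Mg2+ inducing control and 100% = high Mg2+ repressing control; strong numbers were not always called active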
RSV CPE inhibition = inhibition of RSV-induced cytopathic effect – HEp-2 cells, primary 10 µM value included (AID 2391) | one-dose CPE inhibition, % at 10 µM; IC50 in µM for titrated hits | HEp-2 cells, RSV-induced CPE inhibition; higher % means a stronger effect | actives 0.13% (n = 310,000); in the data active means a potency from the dose series; further: strong numbers were not always called active
XIAP antagonists = XIAP antagonists, biochemical, IAP family, fluorescence polarization (AID 1018); XIAP BIR domain, fluorescence polarization peptide displacement; higher % means a stronger effect; displacement, % at 20 µM, or IC50 in µM where a hit was titrated; actives 0.007% (n = 200,000); in the data active means displacement above about 50%; further: a part of the inactive calls stands beside numbers as strong as those of hits
TNAP activators = stimulation of alkaline phosphatase TNAP activity – biochemical, luminescent, no phosphate acceptor, uHTS, primary screen (AID 1001). actives 0.03% (n = 200,000). activation fold at 20 µM, or EC50 in µM where a hit was titrated. purified TNAP, luminescent activation assay, no phosphate acceptor; higher activation fold means a stronger effect; in the data active means activation fold from about 3, or a potency from the dose series; inactive means the rest, 99 in 100 with activation fold below about 1.6; further: many of its hits are not listed in these tables
PMI inhibitors = MPI enzyme activity inhibition – biochemical, fluorescence intensity, coupled assay, primary screen (AID 1209) | purified PMI enzyme, coupled fluorescence intensity; higher % means a stronger effect | inhibition, % at 20 µM; hits with a dose series show IC50 in µM | actives 0.42% (n = 190,000);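 further: plate controls were DMSO vehicle for no effect and wells lacking substrate for full effect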
WT yeast gro inh = growth inhibition of WT yeast, mitochondrial fusion screen; inhibition, % at 10 µM; actives 2.1% (n = 190,000); mitochondrial fusion phenotypic screen, WT strain; in the data active means inhibition above about 58%; tested in S. cerevisiae
Myeloid diff 2 = promotes myeloid progenitor differentiation; ER-HoxA9 myeloid progenitors, lysozyme-GFP differentiation, flow cytometry; calls only at 10 µM; AID 624256; actives 1% (n = 360,000);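 active means normalized GFP-positive differentiation at or above the plate's own cutoff, the solvent-only control mean plus 3 SD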;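 further: cells exposed to compound for four days before flow analysis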
WT yeast gro inh mutant strain = also measured in WT yeast gro inh; calls as there; inhibition, %; mitochondrial fusion phenotypic screen, mutant strain inhibition
Myeloid diff 2 GFP+ MAC1+ % = recorded beside Myeloid diff 2, whose call it bears; GFP+ MAC1+ double positive, %; measured here: differentiation confirmed by MAC1 staining
* hit, by the source's call; i = inactive; nt = no result given. Unless noted, no stated cut-off is given here; in the data, active means inhibition above about 50%; inactive means the rest.

SMILES	Siah-1 displacement	human PMI inhibitors	Salmonella PhoP GFP	RSV CPE inhibition	XIAP antagonists	TNAP activators	PMI inhibitors	WT yeast gro inh	WT yeast gro inh mutant strain	Myeloid diff 2	Myeloid diff 2 GFP+ MAC1+ %
O=C(/C=C/c1ccco1)NC(=S)NNC(=O)c1ccco1	46%	-40%	-15%	-0.6%	-3.6%	2.2	-30%	2	-29	i	2.4
CCc1c(C(C)S(=O)(=O)c2ccc(C)cc2)[nH]c(=O)n1-c1ccc(OC(F)(F)F)cc1 (stereo unspecified)	-2%	-28%	6%	0.5%	-10%	1	-13%	10	0	i	1.3
O=C(CSc1ccc2nnc(-c3ccc(F)cc3)n2n1)N1CCCc2ccccc21	-2%	-10%	-1%	8.2%	-8.6%	1.2	5%	17	12	i	0.6
CCOc1cc(/C=N/NC(=O)NN(C)c2ncc(C(F)(F)F)cc2Cl)ccc1O	1%	7%	1%	0.1%	-7.8%	1.1	13%	-3	26	i	0.5
O=C(C(=O)N1CCN(c2cccc(Cl)c2)CC1)N1CCCCC1	-2%	6%	3%	-0.2%	-4.5%	1	6%	3	13	i	0.5
Cc1cc(C)c2nc(SCC(=O)N(C)C3CCS(=O)(=O)C3)cc(C)c2c1 (stereo unspecified)	1%	-95%	0%	1.1%	-4.1%	0.9	-52%	0	15	i	0.3
COc1ccccc1C1(CC(=O)N2CCCCC2)CCOC(C(C)C)C1 (stereo unspecified)	-1%	5%	0%	-1.0%	-5.9%	0.9	-5%	-2	-11	i	0.4
Cc1cc(Oc2ccccc2)nc(NCc2ccccc2)n1	0%	12%	6%	2.3%	-1.0%	1	13%	27	27	i	0.8
CCOC(=O)c1ccc(NC(=O)CN(c2ccc(C)cc2)S(=O)(=O)c2c(C)n[nH]c2C)cc1	-1%	6%	17%	2.2%	-1.4%	1.1	14%	5	8	i	1.5
O=C(Nc1nc(-c2ccc(S(=O)(=O)N3CCCCCC3)cc2)cs1)c1cccs1	2%	-1%	-16%	1.8%	-7.1%	1.2	4%	5	14	i	1.0
CCCn1c(CCc2ccccc2)nnc1SCC(=O)N1CCCC1	1%	4%	4%	1.4%	-0.2%	1.1	8%	-19	-19	i	0.9
Nc1ccc(C(=O)OCC(=O)N2c3ccccc3Sc3ccccc32)cc1[N+](=O)[O-]	1%	-1%	-5%	7.4%	2.1%	1	8%	-8	-9	i	1.5
COCc1cc(CN2CCCC2)c(O)c2ncccc12	-9%	35%	1%	-1.9%	-2.6%	1.1	41%	3	-4	i	5.4
COc1ccc(OC)c(Cc2nnc(CCC(=O)N3CCCCCC3)o2)c1	-3%	nt	9%	2.0%	-9.9%	1.1	nt	4	-6	i	0.4
Cc1ccc(C(C)NC(=S)NC2CCCCC2)cc1C (stereo unspecified)	-2%	nt	9%	-1.7%	nt	nt	nt	nt	nt	i	0.7
CNC(=O)/C(C#N)=C/c1c(N2CCCCCC2)nc2c(C)cccn2c1=O	-2%	nt	-3%	6.5%	nt	nt	nt	nt	nt	i	1.6
CC1CN(C(=O)COC(=O)c2c(Cl)cccc2Cl)CC(C)O1 (stereo unspecified)	9%	-1%	-4%	-1.7%	-5.1%	1	-8%	-8	-17	i	0.7
COc1ccc(C(=O)/C=C/c2cc(OC)c(O)c(OC)c2)c(F)c1	1%	63%*	-1%	57%	-12%	0.7	41%	17	1	i	0.8
COc1ccccc1N1CCN(C(=O)c2cccc(C(=O)N3CCN(c4ccccc4OC)CC3)c2)CC1	-5%	nt	0%	0.7%	nt	nt	nt	nt	nt	i	0.3
O=C(NCCCN1CCOCC1)C(Sc1ccccc1)c1ccccc1 (stereo unspecified)	-6%	9%	-8%	-1.7%	-2.3%	1	9%	0	0	i	0.8
Oc1c(Cl)cc(Cl)cc1/C=N/c1nc(-c2ccc(Cl)cc2)cs1	2%	nt	-2%	0.6%	nt	nt	nt	nt	nt	i	0.4
O=C(Nc1nnc(CCN2CCCCC2)s1)c1ccccc1Cl	2%	6%	4%	-1.4%	-3.7%	1.1	0%	-4	1	i	0.5
COc1ccc(N(CC(=O)Nc2cc(C)ccc2C)S(=O)(=O)c2c(C)[nH]c(=O)[nH]c2=O)cc1	-2%	nt	-4%	2.4%	nt	nt	nt	nt	nt	i	0.0
COc1cccc(C2SCC(=O)N2c2ccc(Br)cc2)c1OC (stereo unspecified)	0%	-117%	-5%	2.4%	-1.8%	1.1	-68%	12	-20	i	0.3

Compounds shown so far with a CF3 group (2):
SMILES	Siah-1 displacement	human PMI inhibitors	Salmonella PhoP GFP	RSV CPE inhibition	XIAP antagonists	TNAP activators	PMI inhibitors	WT yeast gro inh	WT yeast gro inh mutant strain	Myeloid diff 2	Myeloid diff 2 GFP+ MAC1+ %
CCc1c(C(C)S(=O)(=O)c2ccc(C)cc2)[nH]c(=O)n1-c1ccc(OC(F)(F)F)cc1 (stereo unspecified)	-2%	-28%	6%	0.5%	-10%	1	-13%	10	0	i	1.3
CCOc1cc(/C=N/NC(=O)NN(C)c2ncc(C(F)(F)F)cc2Cl)ccc1O	1%	7%	1%	0.1%	-7.8%	1.1	13%	-3	26	i	0.5

(more compounds)
SMILES	Siah-1 displacement	human PMI inhibitors	Salmonella PhoP GFP	RSV CPE inhibition	XIAP antagonists	TNAP activators	PMI inhibitors	WT yeast gro inh	WT yeast gro inh mutant strain	Myeloid diff 2	Myeloid diff 2 GFP+ MAC1+ %
O=C(N/N=C/c1cccnc1)c1ccccc1[N+](=O)[O-]	6%	-3%	-5%	3.0%	-4.1%	1.1	1%	0	16	i	0.1
O=C(Nc1ccc2c(c1)OCO2)O[C@@H]1C[C@H]2CCC(=O)N3CC[C@@H](C1)[C@@H]23	-5%	nt	3%	2.2%	nt	nt	nt	nt	nt	i	1.7
CN(C)c1ccc(CC(=O)c2nc3ccccc3s2)cc1	4%	-33%	8%	0.7%	0.9%	1.1	-10%	10	9	i	0.4
Cc1oc(-c2ccc(Cl)cc2)nc1CN1CCC(C(=O)NCC2CCCO2)CC1 (stereo unspecified)	4%	nt	-8%	0.1%	nt	nt	nt	nt	nt	i	0.7
O=C(Nc1ccc(S(=O)(=O)Nc2ncccn2)cc1)c1ccc(Br)s1	4%	1%	-8%	0.0%	-1.5%	1.1	10%	-27	-11	i	19
C/C(=N\NC(=O)c1cc(C)[nH]n1)c1ccc(-c2ccccc2)cc1	6%	nt	1%	3.6%	nt	nt	nt	nt	nt	i	0.2
CCOC(=O)/C(=C/c1c(C)n(C)c2ccc([N+](=O)[O-])cc12)C(C)=O	-6%	2%	-6%	6.5%	-9.8%	1	0%	-10	15	i	0.3
CC(=O)Nc1ccc(N2N=C(C)C(N=Nc3ccccc3)C2=O)cc1 (stereo unspecified)	-2%	-2%	6%	4.9%	0.9%	0.9	-14%	-7	1	i	1.7
COc1cc(CNCCN2CCOCC2)ccc1OCc1ccccc1Cl	3%	-33%	4%	-3.6%	-3.4%	1.1	-20%	-15	7	i	0.6
COc1ccccc1NC(=O)C(=O)c1cn(CC(=O)N2CCOCC2)c2ccccc12	7%	nt	-11%	3.8%	nt	nt	nt	nt	nt	i	0.4
CC(Cc1ccccc1)N1C(=O)c2cccc([N+](=O)[O-])c2C1=O (stereo unspecified)	-3%	nt	-44%	0.1%	nt	nt	nt	nt	nt	i	0.4
CSc1nnc2n(C3CCCCC3)c(=O)c3c4c(sc3n12)CCCC4	-1%	-3%	nt	nt	-3.5%	1.1	3%	nt	nt	nt	nt
CCN1CCN(C(=S)NC(C)c2ccccc2)CC1 (stereo unspecified)	-8%	0%	0%	-0.4%	-8.5%	1	6%	-11	-1	i	0.3
CC(=O)N1CCc2cc(S(=O)(=O)NCCC(=O)N3CCN(c4ccccn4)CC3)ccc21	0%	6%	-23%	2.7%	-5.4%	1.1	6%	4	37	i	0.7
CCOc1ccc(OCC)c(NC(=O)C2CCN(S(=O)(=O)c3c(C)noc3C)CC2)c1	2%	-4%	-2%	0.4%	0.3%	1.1	-11%	17	27	i	0.4
Cc1cc(C)cc(-n2cccc2/C=C2/C(=N)N3C(=NC2=O)SN=C3S(C)(=O)=O)c1	2%	-25%	-3%	13%	-5.8%	0.9	-29%	10	-10	i	0.3
CCc1ccccc1NC(=S)N(CCN(C)C)C(C)c1ccco1 (stereo unspecified)	-1%	-2%	9%	-0.8%	-5.3%	1	4%	5	1	i	0.7
O=C(CC(=O)NCc1ccc(Cl)cc1)NCc1ccc(Cl)cc1	1%	nt	0%	1.7%	nt	nt	nt	nt	nt	i	0.6
CC1CC(CC(C)C(=O)NC(=S)Nc2ccc(S(N)(=O)=O)cc2)C(=O)O1 (stereo unspecified)	6%	-2%	4%	0.1%	-1.2%	1.1	1%	0	-1	i	0.2
Cc1noc(/C=C/N(C)C)c1S(=O)(=O)N1CCCC(C(=O)NCc2ccc(F)cc2)C1 (stereo unspecified)	-1%	8%	3%	2.9%	-7.0%	1.1	12%	8	6	nt	nt
CN(C)c1ccc(N2C(=O)CC(Sc3ccccc3C(=O)O)C2=O)cc1 (stereo unspecified)	3%	-27%	-9%	0.4%	-3.4%	1	-16%	-15	-17	i	0.5
COc1ccc(CCNC(=O)C(C(=O)c2ccccc2)n2ccccc2=O)cc1OC (stereo unspecified)	-1%	7%	-6%	1.0%	17%	0.9	1%	-8	1	i	0.6
O=C(N/N=C/c1ccc(OC(=O)c2ccccc2)cc1)c1ccc(CN2CCOCC2)cc1	-5%	-18%	7%	1.4%	-7.5%	1	-10%	-5	-6	i	2.4
Fc1ccccc1-c1nc(NC2CCCC2)c2ccccc2n1	2%	nt	0%	19%	nt	nt	nt	nt	nt	i	0.9
CC(C(=O)NCCc1ccc(S(N)(=O)=O)cc1)N1C(=O)CC(C)(C)Sc2ccccc21 (stereo unspecified)	-1%	nt	1%	-2.5%	nt	nt	nt	nt	nt	i	0.5
COc1ccc2c(C)cc(=S)[nH]c2c1	-2%	-150%	5%	nt	-8.7%	1	-59%	6	17	i	0.5
CS(=O)(=O)N(CC(=O)N1CCN(c2ccccc2F)CC1)c1cccc(C(F)(F)F)c1	2%	-2%	6%	5.6%	-0.4%	1.1	0%	3	2	i	8.5
O=C(COc1ccccc1F)c1ccc(O)cc1O	-1%	1%	-5%	-0.8%	-6.9%	0.9	-8%	15	4	i	0.6
O=C(NNC(=O)C1C2C=CC(C2)C1C(=O)O)c1ccccc1 (stereo unspecified)	4%	nt	11%	2.6%	nt	nt	nt	nt	nt	i	0.2
COc1ccc(N2CCN(c3nc(-c4cccs4)nc4ccccc34)CC2)cc1	-3%	12%	0%	17%	1.6%	1	8%	9	2	i	0.3

Whole records as entered above:
O=C(COc1ccccc1F)c1ccc(O)cc1O is entered as Siah-1 displacement = -1%; human PMI inhibitors = 1%; Salmonella PhoP GFP = -5%; RSV CPE inhibition = -0.8%; XIAP antagonists = -6.9%; TNAP activators = 0.9; PMI inhibitors = -8%; WT yeast gro inh = 15; WT yeast gro inh mutant strain = 4; Myeloid diff 2 = i; Myeloid diff 2 GFP+ MAC1+ % = 0.6
COc1ccc2c(C)cc(=S)[nH]c2c1 is entered as Siah-1 displacement = -2%; human PMI inhibitors = -150%; Salmonella PhoP GFP = 5%; RSV CPE inhibition = nt; XIAP antagonists = -8.7%; TNAP activators = 1; PMI inhibitors = -59%; WT yeast gro inh = 6; WT yeast gro inh mutant strain = 17; Myeloid diff 2 = i; Myeloid diff 2 GFP+ MAC1+ % = 0.5

Compound activity as filed in PubChem BioAssay.
